Screening data (PubChem)
MC4R barr agon: activates human MC4R beta-arrestin recruitment; 0.98% of 360,000 active; activation, % at 8.9 µM; U2OS MC4R beta-arrestin complementation, luminescence; percent of melanotan II response, DMSO zero; AID 540308;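 active = activation above a per-plate cutoff, the mean activation of sample wells on that plate plus 3 SD, cut at about 8% in these data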
N-glyco inh: blocks N-linked glycosylation in D54 reporter cells. D54 ERlucT glycosylation luciferase reporter, 24 h; percent of 100 nM tunicamycin response. reporter increase, % at 12.5 µM. 0.23% of 360,000 active. AID 588692;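 active = mean luciferase reporter signal, scaled so untreated is 0 and the glycosylation-blocking control 100, at or above a set limit in every replicate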;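 also: luciferase carries N-glycosylation sites so blocking glycosylation raises the light; 0% = median of neutral control wells and 100% = median of 100 nM tunicamycin wells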
H9c2 protect: protects H9c2 cardiomyocytes from peroxide injury. 0.63% of 360,000 active. H2O2 injury protection, ATPLite, 2 h. protection from H2O2 cell death, % at 20 µM. AID 588492;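 active = compounds giving at least 50% protection of heart cells from peroxide-induced death in the single-dose screen, raw or plate-pattern-corrected value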;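 also: 0% = DMSO wells with peroxide and 100% = DMSO wells without peroxide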
CaV13 FRET inh: Disruptors of the CACNA1D IQ motif to Ca2+-dependent inactivation inhibitor domain association, primary screening, Förster resonance energy transfer in intact living …; 0.098% of 340,000 active; inhibition, % at 12.3 µM; HEK cells, CFP/YFP FRET ICDI-IQ, plate reader, 10 min; percent FRET-ratio fall versus neutral wells; AID 743397;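 active = mean replicate inhibition of at least 30% and at least 1% of replicates passing that level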;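 also: 0% = median of the neutral control wells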
ABCB6 inh 2: human ABCB6 transporter inhibition | K562-ABCB6 porphyrin accumulation, flow cytometry, 1 h; active compounds read low | fluorescence ratio to DMSO, % at 10 µM | 0.19% of 360,000 active | AID 602162;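 active = fluorescence ratio to DMSO below 75%, the collection mean minus 3 SD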;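 also: signal is porphyrin accumulated inside mitochondria; 100% equals median channel fluorescence of DMSO control wells; lower ratio means ABCB6 inhibition with less porphyrin fluorescence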
ABHD5 PLIN5 PPI: blocks binding of human ABHD5 to perilipin-5; Split G. princeps luciferase complementation, luminescence, 4 h; inhibition, % at 4 µM; 0.78% of 360,000 active;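 active = inhibition above the mean inhibition across every tested compound plus 3 SD, cut at about 22% in these data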;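 also: 0% = DMSO only wells and the 100% control is not disclosed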
MC4R antagonist: blocks human MC4R cAMP signaling; P32245; MC4R-expressing cells, MTII-stimulated cAMP, LANCE TR-FRET; inhibition, % at 6.5 µM; 0.48% of 360,000 active;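 active = inhibition above its plate's cutoff, the mean of tested wells on that plate plus 3 SD, cut at about 29% in these data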;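 also: 0% = Melanotan II alone and 100% = Melanotan II plus saturating MCL0020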
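Test system: U2OS cells stably expressing human melanocortin 4 receptor (MC4R); also added: Melanotan II challenge; compound: 6.5 µM single dose; timing: 30-min compound preincubation, 1-h Melanotan II challenge, 1-h detection, room temperature; signal: Eu-cAMP/anti-cAMP TR-FRET, emission 671 nm; repeats: one well per compound, no replicates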
Granule exo inh: blocks lytic granule exocytosis; TALL-104 LAMP-1 surface exposure, flow cytometry; cells stimulated with thapsigargin and PMA; inhibition, % at 10 µM; 0.66% of 360,000 active; AID 651702;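 active = inhibition above about 55%, limit read from the data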
HTR2A ag: mouse HTR2A agonism via beta-arrestin recruitment; P35363; CHO-K1 mHTR2A beta-arrestin complementation, luminescence; percent of 30 µM serotonin response; activation, % at 7.6 µM; 0.66% of 360,000 active; AID 624169;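 active = activation above a run cutoff, the mean activation of all tested compounds plus 3 SD, cut at about 14% in these data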;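 also: 0% = plate median of compound wells and 100% = 30 µM serotonin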
Target sequence (P35363 whole entry, looked up): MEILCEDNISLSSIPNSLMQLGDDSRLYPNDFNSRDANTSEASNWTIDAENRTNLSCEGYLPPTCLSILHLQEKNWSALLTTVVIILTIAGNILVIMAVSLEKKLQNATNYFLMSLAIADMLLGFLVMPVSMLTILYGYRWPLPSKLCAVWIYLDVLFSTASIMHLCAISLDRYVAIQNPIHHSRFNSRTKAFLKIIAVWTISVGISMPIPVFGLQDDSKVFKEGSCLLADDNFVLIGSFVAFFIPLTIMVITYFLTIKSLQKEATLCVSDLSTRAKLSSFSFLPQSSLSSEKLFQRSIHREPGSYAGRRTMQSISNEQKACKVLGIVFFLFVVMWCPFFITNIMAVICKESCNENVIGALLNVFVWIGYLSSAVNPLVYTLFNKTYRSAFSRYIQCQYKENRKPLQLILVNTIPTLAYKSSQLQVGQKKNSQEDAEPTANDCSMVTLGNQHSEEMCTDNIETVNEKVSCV
PDI inh: blocks human protein disulfide isomerase activity | P07237 | PDI insulin aggregation turbidity, A650, 90 min | inhibition, % at 10 µM | 0.052% of 350,000 active;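 active = mean inhibition across replicates of 30% or more, whatever share of single replicates reach that level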;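 also: absorbance from insulin aggregation driven by PDI reduction with DTT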
Target sequence (P07237 whole entry, looked up): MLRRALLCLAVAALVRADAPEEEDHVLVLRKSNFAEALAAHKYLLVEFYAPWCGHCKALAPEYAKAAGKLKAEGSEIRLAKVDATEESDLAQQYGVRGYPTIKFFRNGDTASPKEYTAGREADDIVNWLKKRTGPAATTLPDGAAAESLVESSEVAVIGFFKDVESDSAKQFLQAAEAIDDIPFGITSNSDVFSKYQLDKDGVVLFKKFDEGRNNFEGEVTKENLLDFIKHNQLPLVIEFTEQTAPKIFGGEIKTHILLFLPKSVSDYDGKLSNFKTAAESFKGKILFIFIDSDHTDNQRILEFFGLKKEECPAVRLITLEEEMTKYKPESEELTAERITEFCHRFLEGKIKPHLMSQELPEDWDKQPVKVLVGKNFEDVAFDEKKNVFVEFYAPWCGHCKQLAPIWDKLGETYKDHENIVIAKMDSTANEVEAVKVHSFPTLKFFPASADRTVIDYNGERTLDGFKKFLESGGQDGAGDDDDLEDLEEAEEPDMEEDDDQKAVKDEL
* marks the source's active call; other numbers are inactive results; · = no result given. Random draw from the library. About 4.2% of those tested had a hit in this group.

SMILES	MC4R barr agon	N-glyco inh	H9c2 protect	CaV13 FRET inh	ABCB6 inh 2	ABHD5 PLIN5 PPI	MC4R antagonist	Granule exo inh	HTR2A ag	PDI inh
CSc1nc(N)c(C(=O)Nc2ccc([N+](=O)[O-])cc2)s1	-1.6	0.6	-3.7	-13.5	102.0	-9.4	-0.9	8.8	-7.1	-0.8
NC(=O)c1c(NC(=O)c2ccccc2)sc2c1CCC2	-0.6	-1.5	-4.3	-5.5	91.0	-0.9	1.5	3.1	1.9	3.3
CCN(Cc1ccccc1)C(=O)CCS(=O)(=O)c1ccc2c(c1)n(C)c(=O)c(=O)n2C	1.3	1.4	13.3	-3.4	105.0	-2.0	7.9	1.8	-0.9	·
Cc1c(C(=O)N2CCN(C)CC2)oc2ccc(S(=O)(=O)N3CCOCC3)cc12	1.5	-0.9	0.0	-5.4	106.0	-6.9	7.8	5.5	-0.4	-3.6
Clc1ccc(C2CC(c3ccco3)n3ncnc3N2)cc1Cl (centres undefined)	1.8	-1.3	-1.4	-4.0	94.0	16.6	3.6	0.1	4.7	-11.9
CC1=Nc2cc(C(=O)NCCCN3CCOCC3)ccc2Sc2c(C)ccc(C)c21	-1.9	-11.1	-1.8	-4.5	103.0	11.0	11.1	4.4	-7.7	0.0
O=C(Nc1c(-c2ccc(F)cc2)nc2ccccn12)c1ccc(F)cc1	-3.1	-1.2	-0.4	-3.3	94.0	4.3	2.6	-7.2	-4.5	3.4
COC(=O)c1ccccc1NC(=O)N1c2ccccc2CC1C (centres undefined)	4.3	-0.4	-5.4	-5.8	101.0	-1.3	10.8	0.0	-6.2	4.7
CCOc1ccc(N2CC(C(=O)NC3CCCCCC3)CC2=O)cc1 (centres undefined)	1.5	0.4	4.7	-6.7	97.0	8.9	4.1	16.7	2.4	0.9
COc1ccc([C@@H]2CC=C(C(=O)O)[C@H](c3ccc(Cl)cc3)N2S(=O)(=O)c2ccc(Cl)cc2)cc1	-0.8	2.6	12.2	-11.3	100.0	-0.3	1.3	-4.4	2.7	-6.1
O=C(NCCc1csc(-c2cccnc2)n1)c1cccs1	0.3	0.0	7.1	-3.5	98.0	-4.8	-0.4	4.3	-3.1	·
C[C@H](NC(=O)c1ccccc1F)C(=O)N1CCC2(CC1)NCCc1[nH]cnc12	1.8	4.4	0.4	-6.7	96.0	5.6	3.5	-0.5	-3.7	-3.4
O=C(CSc1nnc(-c2ccncc2)n1CC1CCCO1)Nc1cccc(O)c1 (centres undefined)	-1.9	0.2	-0.4	-4.7	99.0	3.9	2.5	2.9	-4.0	3.7
Cc1cc(NC(=O)CN2C(=O)NC3(CCCCC3)C2=O)no1	0.0	1.3	0.1	1.6	98.0	-1.1	3.8	-2.0	-2.0	-1.7
N#Cc1ncc(C(F)(F)F)cc1Oc1cccnc1	0.2	1.6	-0.3	-1.2	100.0	-5.1	-4.8	-1.3	5.5	5.7
CC1(C)CC(=O)C2=C(C1)OC(N)=C(C#N)C21C(=O)N2CCCc3cccc1c32 (centres undefined)	0.1	1.1	3.2	-6.1	98.0	0.0	1.0	-0.1	-1.5	-2.3
Cc1cc(C(=O)NCCCOC(C)C)c2ccccc2n1	-2.1	-0.5	3.1	·	98.0	-1.9	7.9	0.6	3.5	-0.6
Cn1cccc1C(=O)OCC(=O)Nc1sccc1C#N	-0.5	-3.1	3.6	-9.6	92.0	-12.2	15.1	-7.4	7.5	0.2
Cc1occc1C(=O)NNC(=O)C1CCCCC1	-0.2	0.4	-6.5	-21.1	100.0	-0.8	20.7	-0.1	1.4	1.5
Cc1nc(-c2ccc(S(=O)(=O)Nc3cccc(S(N)(=O)=O)c3)s2)cs1	-1.4	0.7	-7.5	-5.3	100.0	2.8	-1.8	6.1	-3.3	3.3
CCc1cccc(NC(=O)CCCn2c(=O)[nH]c3ccsc3c2=O)c1	-0.2	3.2	-2.9	-2.4	168.0	0.5	-2.0	-0.3	0.8	2.2
O=C(CCNS(=O)(=O)c1cccc2nsnc12)NC1CCN(Cc2ccccc2)CC1	-1.5	0.7	0.4	-4.3	97.0	-6.5	0.4	-1.5	2.0	10.7
O=c1oc2cccnc2n1CCS(=O)(=O)c1ccc(F)cc1	-0.5	-3.0	-2.1	-3.7	103.0	7.7	16.0	2.5	-3.0	4.6
CCc1nn(CCCC(=O)NCc2ccc(OC(C)C)cc2)c(=O)c2cc3occc3n12	-0.5	5.9	13.3	-4.7	95.0	1.4	-18.3	14.1	3.2	2.1
CCc1ccc(NC(=O)CC2C(=O)N(c3ccc(C)cc3)C(=O)N2CCc2ccncc2)cc1 (centres undefined)	-1.3	-0.1	-2.3	-13.2	99.0	-3.1	10.7	-1.5	0.1	1.6
CCN1CCN(c2nc(Nc3ccc(NC(C)=O)cc3)nc(Nc3ccc(NC(C)=O)cc3)n2)CC1	0.5	-0.3	2.7	-2.7	102.0	-2.4	2.5	-0.7	-1.4	2.4
O=C(CSc1nnnn1CCCO)Nc1ccc2c(c1)OCO2	0.5	3.6	-2.6	-7.2	99.0	2.3	2.5	4.1	5.2	6.7
O=C(Nc1nc2cc(Cl)ccc2s1)C1CCCN(S(=O)(=O)c2cccc3cccnc23)C1 (centres undefined)	2.9	-1.3	-0.6	·	100.0	-7.3	28.9*	-3.3	0.2	-1.3
N=c1c(C(=O)NCc2ccco2)cc2c(=O)n3ccccc3nc2n1Cc1ccc(Cl)cc1	-2.6	-1.8	19.4	5.4	94.0	26.2*	2.4	63.5*	-2.6	-2.6
CC1CCCC(NC(=O)c2cccc(S(=O)(=O)N3CCCCC3)c2)C1C (centres undefined)	-3.4	-1.3	-8.3	·	104.0	-1.3	4.0	-0.7	1.2	9.2

Nothing new here: entries from further up.
SMILES	MC4R barr agon	N-glyco inh	H9c2 protect	CaV13 FRET inh	ABCB6 inh 2	ABHD5 PLIN5 PPI	MC4R antagonist	Granule exo inh	HTR2A ag	PDI inh
Cn1cccc1C(=O)OCC(=O)Nc1sccc1C#N	-0.5	-3.1	3.6	-9.6	92.0	-12.2	15.1	-7.4	7.5	0.2
Cc1occc1C(=O)NNC(=O)C1CCCCC1	-0.2	0.4	-6.5	-21.1	100.0	-0.8	20.7	-0.1	1.4	1.5
Cc1nc(-c2ccc(S(=O)(=O)Nc3cccc(S(N)(=O)=O)c3)s2)cs1	-1.4	0.7	-7.5	-5.3	100.0	2.8	-1.8	6.1	-3.3	3.3
CCc1cccc(NC(=O)CCCn2c(=O)[nH]c3ccsc3c2=O)c1	-0.2	3.2	-2.9	-2.4	168.0	0.5	-2.0	-0.3	0.8	2.2
O=C(CCNS(=O)(=O)c1cccc2nsnc12)NC1CCN(Cc2ccccc2)CC1	-1.5	0.7	0.4	-4.3	97.0	-6.5	0.4	-1.5	2.0	10.7
O=c1oc2cccnc2n1CCS(=O)(=O)c1ccc(F)cc1	-0.5	-3.0	-2.1	-3.7	103.0	7.7	16.0	2.5	-3.0	4.6
CCc1nn(CCCC(=O)NCc2ccc(OC(C)C)cc2)c(=O)c2cc3occc3n12	-0.5	5.9	13.3	-4.7	95.0	1.4	-18.3	14.1	3.2	2.1
CCc1ccc(NC(=O)CC2C(=O)N(c3ccc(C)cc3)C(=O)N2CCc2ccncc2)cc1 (centres undefined)	-1.3	-0.1	-2.3	-13.2	99.0	-3.1	10.7	-1.5	0.1	1.6
CCN1CCN(c2nc(Nc3ccc(NC(C)=O)cc3)nc(Nc3ccc(NC(C)=O)cc3)n2)CC1	0.5	-0.3	2.7	-2.7	102.0	-2.4	2.5	-0.7	-1.4	2.4
O=C(CSc1nnnn1CCCO)Nc1ccc2c(c1)OCO2	0.5	3.6	-2.6	-7.2	99.0	2.3	2.5	4.1	5.2	6.7
O=C(Nc1nc2cc(Cl)ccc2s1)C1CCCN(S(=O)(=O)c2cccc3cccnc23)C1 (centres undefined)	2.9	-1.3	-0.6	·	100.0	-7.3	28.9*	-3.3	0.2	-1.3

Remaining list, next part:
SMILES	MC4R barr agon	N-glyco inh	H9c2 protect	CaV13 FRET inh	ABCB6 inh 2	ABHD5 PLIN5 PPI	MC4R antagonist	Granule exo inh	HTR2A ag	PDI inh
CC(C)c1ccc(CNc2cc(N3CCCC3)ccc2[N+](=O)[O-])cc1	-0.6	-7.9	-16.4	-8.8	98.0	6.2	-1.4	-0.5	-3.8	3.8
CC(=O)Nc1ccc2c(c1)Cc1c(F)cccc1-2	-1.3	-0.8	7.0	-4.7	101.0	0.5	-0.3	-2.3	-5.8	-5.5
COc1ccc(OC)c(C(=O)COC(=O)c2ccccc2O)c1	-0.8	2.9	-0.8	-4.3	98.0	2.5	-3.1	-4.2	-0.6	2.6
CCCCNC(=O)C1CCN(C(=O)C2CCN(S(=O)(=O)c3ccc(C)cc3)CC2)CC1	-1.8	3.9	0.2	-7.1	97.0	-2.1	7.1	0.0	4.5	-8.3
O=S(=O)(NC(=NCc1ccccc1)c1ccccc1)c1ccc(Br)cc1	-1.3	-2.9	-11.6	-7.0	96.0	8.7	-6.8	16.2	-5.2	-2.8
CCCCCC(=O)N1CC2(CC(c3cccc(NC(=O)CC(c4ccccc4)c4ccccc4)c3)=NO2)C[C@@H]1C(N)=O (some centres undefined)	-1.9	-1.9	11.3	-10.2	95.0	-1.8	14.4	10.7	1.4	2.4
O=c1oc2c(CN3CCOCC3)c(O)c(Cl)cc2c2c1CCC2	-0.9	-0.1	10.5	2.1	104.0	1.1	8.6	-1.7	0.2	-0.9
COc1ccc(C=NN=C2c3ccccc3-c3ccccc32)cc1OC	-1.0	1.1	23.4	-6.2	108.0	-4.5	7.3	5.6	0.9	1.1
COc1ccccc1CN1C(=NC(=O)C2CCCCC2)SC2CS(=O)(=O)CC21 (centres undefined)	-0.5	-0.5	-6.9	-2.7	98.0	-2.3	2.5	-4.3	-3.6	15.0
COc1cc(NS(=O)(=O)c2ccc(F)cc2)c(C(=O)O)cc1OC	2.0	1.9	-4.1	-1.1	92.0	6.8	25.1	-2.5	2.1	-2.5
CC(C)N1CC(O)=C(c2nc3ccccc3c(=O)[nH]2)C1=N	-0.2	9.0	7.0	·	96.0	2.8	-9.8	-2.0	-2.5	3.4
Cc1noc(C)c1S(=O)(=O)N1CCCC(C(=O)NCc2ccccn2)C1 (centres undefined)	1.2	-1.0	4.0	·	92.0	-5.7	2.1	0.5	4.1	-2.7
COc1cc(CN2C(=O)C(C)ON=C2c2ncccc2C)cc(OC)c1 (centres undefined)	-0.9	-7.3	1.7	11.5	95.0	3.3	-3.2	-3.0	2.9	-3.9
CCCNC(=O)C1(C)CCN(C(=O)c2cc(C(C)(C)C)nn2C)C1 (centres undefined)	-0.9	0.3	2.2	-5.7	93.0	0.4	-1.6	1.2	-0.4	0.6
Cn1c(SCc2ccccc2)nnc1-c1ccncc1	-0.4	6.1	-1.9	-6.9	90.0	0.5	10.1	0.2	-1.5	8.8
